# Yeast superoxide: reduction of superoxide in aged yeast, primary screen, HTS; 0.18% of 330,000 active; S. cerevisiae aged cells, superoxide DHE fluorescence; stronger effect = lower value; superoxide response (% of plate mean), % at 10 µM;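 active means superoxide response under a set limit, about three screen SD below normal, cut at about 65% in these data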;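 further: yeast aged for seven days with compound at 30 °C before DHE staining; 100% = average MFI of all compound-treated wells on the plate with controls excluded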
# VLA-4 inh: inhibition in human VLA-4 binding assay, primary screen, VLA-4 allosteric modulator project, MLPCN library, flow cytometry, VLA-4 expressing cells. AID 2557, 2010. inhibition, % (about 7 µM as worked out from the volumes in the protocol). 0.2% of 330,000 active. ligand binding flow cytometry; in the data active means inhibition above about 50%
# MCL1 BIM primary: inhibitors of MCL1 binding to BIM-BH3, primary screen, biochemical, fluorescence polarization; Induced myeloid leukemia cell differentiation protein Mcl-1 (Homo sapiens), Q07820; GST-MCL1 / FITC-Bim-BH3 fluorescence polarization; inhibition, % at 10.9 µM; 0.68% of 320,000 active; AID 2057, 2009;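 active means inhibition above the mean inhibition of all tested compounds plus 3 SD, set per campaign, cut at about 40% in these data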;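 further: 0% = DMSO wells and 100% = unlabeled Bim-BH3 peptide control; higher means more loss of mP so more displacement of Bim peptide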
# MEX-5 binding: MEX-5 zinc finger RNA-binding disruptors – biochemical, C. elegans, fluorescence polarization, MLPCN library, primary screen; AID 1832, 2009; MEX-5/FITC-TCR2 RNA binding; stronger effect = lower value; 0.38% of 300,000 active; activity score (negative = inhibition of binding), % at 10 µM; Zinc finger protein mex-5 (Caenorhabditis elegans), Q9XUB2;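 active means inhibition past about -25% in most replicates, and total fluorescence under double the plate's negative control median, limit read from the data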;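 further: 0% = DMSO and -100% = 5 µM competing unlabeled TCR2 RNA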
# AGP1 TOR yeast: modulators of AGP1-GFP expression in yeast TOR pathway, primary screen, cell-based, multiplex flow cytometry, S. cerevisiae, MLPCN library; AID 2066, 2009; 3 h; GFP as percent of DMSO wells; 0.02% of 320,000 active; GFP response vs DMSO, % at 10 µM;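 active means GFP response relative to DMSO above a set limit, near screen average plus 3 SD, cut at about 150% in these data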;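 further: median GFP channel fluorescence of the gated AGP1 strain per well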
# GRK2 inh: compounds blocking aptamer binding on GRK2 – biochemical, human GRK2, bead flow cytometry, HTS, primary screen. inhibition of aptamer binding, % at 10 µM. 0.59% of 330,000 active. FAM-aptamer displacement from GRK2;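 active means inhibition of aptamer binding above 40%, roughly 3 SD of noise, on plates passing a quality check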;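 further: median bead fluorescence of bound FAM aptamer so fluorescent compounds give negative values; no value below 0 was filed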
# Target sequence (P25098 whole entry, looked up): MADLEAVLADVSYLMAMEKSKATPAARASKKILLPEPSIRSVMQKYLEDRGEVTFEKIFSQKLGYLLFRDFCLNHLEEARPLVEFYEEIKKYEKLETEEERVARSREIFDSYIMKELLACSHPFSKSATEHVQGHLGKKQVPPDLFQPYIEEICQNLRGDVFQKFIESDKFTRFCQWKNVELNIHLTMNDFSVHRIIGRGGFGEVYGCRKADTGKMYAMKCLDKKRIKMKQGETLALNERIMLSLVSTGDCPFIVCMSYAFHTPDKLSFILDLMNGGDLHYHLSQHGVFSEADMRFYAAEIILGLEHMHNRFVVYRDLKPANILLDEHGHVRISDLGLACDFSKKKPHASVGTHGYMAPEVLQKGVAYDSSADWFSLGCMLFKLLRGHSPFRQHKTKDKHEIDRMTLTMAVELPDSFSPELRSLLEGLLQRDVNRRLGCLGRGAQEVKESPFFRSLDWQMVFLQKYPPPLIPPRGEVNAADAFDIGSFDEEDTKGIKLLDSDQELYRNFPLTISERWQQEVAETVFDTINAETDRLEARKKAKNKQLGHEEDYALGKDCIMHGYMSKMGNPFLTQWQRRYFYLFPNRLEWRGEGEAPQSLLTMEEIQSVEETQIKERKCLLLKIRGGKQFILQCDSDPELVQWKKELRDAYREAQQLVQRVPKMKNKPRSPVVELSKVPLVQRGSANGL
# CIT2 TOR yeast: modulators of CIT2-GFP expression in yeast, primary screen, S. cerevisiae, GFP fusion, multiplex flow cytometry, MLPCN library | S. cerevisiae CIT2-GFP strain, 3 h; 100 means same as DMSO wells | GFP response vs DMSO, % at 10 µM | 0.065% of 320,000 active | AID 2029, 2009;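 active means GFP response relative to DMSO above a set limit, near the screen mean plus 3 SD, cut at about 150% in these data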;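 further: ratio of well median GFP fluorescence to mean of DMSO wells on the plate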
# GLD-1 TGE inh: GLD-1/TGE RNA complex disruptors, primary screen, biochemical, fluorescence polarization; Female germline-specific tumor suppressor gld-1 (Caenorhabditis elegans), Q17339; purified GLD-1 + fluorescein TGE RNA; inhibition, % at 5.96 µM; 0.44% of 320,000 active; AID 2280, 2010;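 active means percent inhibition above a per-plate cutoff, the plate mean of test compounds plus 3 SD, cut at about 30% in these data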;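 further: 0% = DMSO wells with GLD-1 and probe and 100% = wells lacking GLD-1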
# BCLXL inh: inhibitors of human Bcl-xL, primary screen, biochemical, fluorescence polarization, HTS. Bcl-2-like protein 1 (Homo sapiens), Q07817. GST-Bcl-xL / FITC-Bim BH3 peptide fluorescence polarization. inhibition, % at 10.9 µM. 0.7% of 320,000 active. AID 2129, 2009;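 active means inhibition above the mean of all tested compounds plus 3 SD, cutoff set per campaign, cut at about 30% in these data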;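 further: 0% = DMSO wells and 100% = unlabeled Bim-BH3 peptide competitor; inhibitors lower millipolarization by displacing the labeled peptide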
# Target sequence (Q07817 whole entry, looked up): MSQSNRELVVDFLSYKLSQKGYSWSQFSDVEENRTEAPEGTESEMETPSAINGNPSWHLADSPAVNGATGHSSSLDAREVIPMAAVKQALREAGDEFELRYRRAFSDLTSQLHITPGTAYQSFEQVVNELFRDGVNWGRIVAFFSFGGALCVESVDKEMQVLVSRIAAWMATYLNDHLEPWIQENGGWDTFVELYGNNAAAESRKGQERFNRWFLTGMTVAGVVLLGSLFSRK
# Numbers without * were called inactive; . = not tested or not shown.
# Preview, ten compounds:
# Values run as follows: GRK2 inh	VLA-4 inh	AGP1 TOR yeast	BCLXL inh	Yeast superoxide	MEX-5 binding	CIT2 TOR yeast	MCL1 BIM primary	GLD-1 TGE inh
1	CC(=O)Oc1ccc(C(=O)Nc2ccc(C3(C#N)CCCC3)cc2)cc1
  0.0	3.0	93.5	-0.7	83.3	-0.5	92.9	1.0	-1.4
2	CN(Cc1nccs1)C(=O)c1ccc(OC2CCN(CCc3ccccc3)CC2)cc1
  0.0	10.9	101.4	3.7	98.1	0.1	99.8	1.0	-3.4
3	O=C(N/N=C/c1ccc(OCC(=O)N2CCCCC2)cc1)c1ccccc1O
  0.0	16.2	94.8	7.8	94.8	-2.2	90.5	23.4	5.0
4	CC1=C(C(=O)OC(C)C)C(c2ccc(N(C)C)cc2)C2=C(CC(C)(C)CC2=O)N1 (centres undefined)
  2.0	7.0	106.8	-2.5	100.7	-1.3	101.2	-8.2	-2.7
5	C/C(CC(=O)Nc1cc(C)ccn1)=N\NC(=O)c1ccncc1
  0.0	18.4	106.3	2.9	88.9	-1.4	103.9	9.3	4.5
6	Cn1c(CC(=O)Nc2ccccc2Cl)nnc1SCC(=O)Nc1nncs1
  1.0	5.3	97.3	3.2	96.4	-0.3	99.0	-0.9	3.3
7	CCOC(=O)c1sc(NC(=S)NC(=O)c2ccc(OC)cc2)nc1C
  1.0	-0.6	96.9	2.5	101.7	-1.1	100.9	-4.2	-3.5
8	CCC(=O)Nc1nnc(-c2ccccn2)o1
  2.0	2.7	110.2	-1.4	110.4	2.1	106.4	-0.5	3.1
9	COc1ccc(OC)c(S(=O)(=O)Nc2c(C)cccc2C)c1
  1.0	10.0	106.8	1.8	95.7	2.5	100.7	-0.7	8.9
10	Cc1nnc(NNS(=O)(=O)c2ccc(Cl)cc2)[nH]c1=O
  0.0	3.2	101.5	-4.4	106.8	-3.7	98.7	0.4	-8.0

# The listing, from the first entry:
# Values run as follows: GRK2 inh	VLA-4 inh	AGP1 TOR yeast	BCLXL inh	Yeast superoxide	MEX-5 binding	CIT2 TOR yeast	MCL1 BIM primary	GLD-1 TGE inh
1	CC(=O)Oc1ccc(C(=O)Nc2ccc(C3(C#N)CCCC3)cc2)cc1
  0.0	3.0	93.5	-0.7	83.3	-0.5	92.9	1.0	-1.4
2	CN(Cc1nccs1)C(=O)c1ccc(OC2CCN(CCc3ccccc3)CC2)cc1
  0.0	10.9	101.4	3.7	98.1	0.1	99.8	1.0	-3.4
3	O=C(N/N=C/c1ccc(OCC(=O)N2CCCCC2)cc1)c1ccccc1O
  0.0	16.2	94.8	7.8	94.8	-2.2	90.5	23.4	5.0
4	CC1=C(C(=O)OC(C)C)C(c2ccc(N(C)C)cc2)C2=C(CC(C)(C)CC2=O)N1 (centres undefined)
  2.0	7.0	106.8	-2.5	100.7	-1.3	101.2	-8.2	-2.7
5	C/C(CC(=O)Nc1cc(C)ccn1)=N\NC(=O)c1ccncc1
  0.0	18.4	106.3	2.9	88.9	-1.4	103.9	9.3	4.5
6	Cn1c(CC(=O)Nc2ccccc2Cl)nnc1SCC(=O)Nc1nncs1
  1.0	5.3	97.3	3.2	96.4	-0.3	99.0	-0.9	3.3
7	CCOC(=O)c1sc(NC(=S)NC(=O)c2ccc(OC)cc2)nc1C
  1.0	-0.6	96.9	2.5	101.7	-1.1	100.9	-4.2	-3.5
8	CCC(=O)Nc1nnc(-c2ccccn2)o1
  2.0	2.7	110.2	-1.4	110.4	2.1	106.4	-0.5	3.1
9	COc1ccc(OC)c(S(=O)(=O)Nc2c(C)cccc2C)c1
  1.0	10.0	106.8	1.8	95.7	2.5	100.7	-0.7	8.9
10	Cc1nnc(NNS(=O)(=O)c2ccc(Cl)cc2)[nH]c1=O
  0.0	3.2	101.5	-4.4	106.8	-3.7	98.7	0.4	-8.0
11	Cc1ccc(NC(=O)CCC(=O)NNC(=O)COc2cccc3ccccc23)c(C)c1
  0.0	5.5	99.6	1.2	117.2	0.0	97.8	3.6	5.9
12	CCCCNC(=O)CCC(=O)NNc1nc2ccccc2c2nc(-c3ccccc3)nn12
  4.0	11.0	105.4	6.1	95.3	-3.9	97.8	-3.6	-1.2
13	CCN(CC)C(=O)CSc1nc(C)cc(C)n1
  2.0	8.0	104.8	12.6	98.0	3.0	102.1	13.7	10.2
14	CC(C)(C)C(=O)Nc1nc(=S)ss1
  0.0	-17.8	106.9	11.6	104.7	0.5	101.3	6.7	-5.6
15	COc1cccc(OC(=O)c2cc3ccccc3oc2=O)c1
  2.0	10.2	99.6	-0.9	113.8	0.1	99.6	-3.0	-4.2
16	CC(/C=N/n1c(C2CCCCC2)n[nH]c1=S)=C\c1ccccc1
  0.0	-11.2	101.2	-15.1	106.4	0.0	91.9	-7.6	9.2
17	Cc1noc(C)c1S(=O)(=O)N1CCC(C(=O)NC2CCCc3ccccc32)CC1 (centres undefined)
  2.0	-9.8	94.6	7.0	104.6	0.4	96.2	9.9	-2.1
18	CCOc1cc(-c2cc(-c3ccc(OC)cc3)nc(N)c2C#N)ccc1O
  0.0	27.3	98.8	6.1	76.9	-5.4	90.1	4.7	2.4
19	N#Cc1c(-c2ccccc2)nc(SCc2nc(N)nc(N3CCCCC3)n2)[nH]c1=O
  0.0	-6.2	100.8	-2.2	101.4	-0.3	99.6	0.0	-8.5
20	Cc1cccc(C)c1NC(=O)CNC(=O)c1c(C)nn(-c2ccccc2)c1C
  2.0	-2.0	112.8	0.1	101.1	1.8	98.5	-2.7	-6.5
21	O=C(NC(=S)Nc1ccc(CN2CCOCC2)cc1)c1ccccc1[N+](=O)[O-]
  4.0	5.9	97.0	11.7	119.0	-0.9	98.0	11.4	5.6
22	CCCS(=O)(=O)N1CCN(C(=O)c2cccnc2)CC1
  1.0	13.2	98.6	5.4	84.8	1.6	99.2	7.9	7.1
23	CCCN1CCN(C(=S)Nc2ccc3nc(N4CCN(CC)CC4)cc(C)c3c2)CC1
  0.0	9.6	104.9	6.5	101.3	1.6	101.2	5.6	7.1
24	Fc1ccccc1OCCCn1ccnc1
  0.0	-1.2	103.7	4.4	95.7	1.0	104.8	2.2	-8.1
25	CCOc1cc(CNCc2cccnc2)ccc1OCC(=O)NC(C)(C)C
  5.0	-4.7	93.0	-1.2	104.0	3.5	93.2	-6.0	8.6
26	CN(C)c1ccc(CNCc2cccnc2)cc1
  0.0	6.0	111.6	4.4	86.4	0.5	103.6	3.1	0.0
27	Cc1cc(C)cc(N(CC(=O)NCc2ccco2)C(=O)CCC(=O)Nc2nccs2)c1
  2.0	-2.0	97.6	7.1	94.8	-0.3	99.3	1.8	5.6
28	COc1ccc(NC(=O)CSc2nc3[nH]c(=O)[nH]c(=O)c3s2)cc1OC
  0.0	16.9	95.2	8.1	106.9	-0.1	89.3	4.5	-5.9
29	CC1CC(C)CN(C(=O)COC(=O)c2ccc3ncsc3c2)C1 (centres undefined)
  2.0	40.6	93.4	0.8	119.6	.	94.6	4.2	2.5
30	O=C(CN1C(=O)c2cccc([N+](=O)[O-])c2C1=O)OCC(=O)N1CCCCC1
  0.0	-8.4	97.0	-4.7	100.9	0.4	99.3	-12.0	-8.7
31	COc1cc(CN(C)Cc2cccc3ccccc23)cc([N+](=O)[O-])c1O
  1.0	9.7	105.2	8.5	96.0	-0.1	122.2	11.8	-0.9
32	Cc1[nH]c2ccccc2c1CCN(Cc1cccnc1)C(=S)NC(C)(C)C
  0.0	9.6	99.4	4.6	101.7	1.5	101.4	15.6	0.9
33	O=C(NCC(=O)N(c1ccccc1)C(C(=O)NC1CCCC1)c1ccncc1)c1cccs1 (centres undefined)
  0.0	7.6	97.2	1.6	109.9	1.7	93.7	1.4	-2.5
34	Cc1ccc2cccc(OCC(=O)NCCC3=CCCCC3)c2n1
  1.0	0.2	104.7	.	102.2	.	98.7	.	4.7
35	Cc1ccccc1OCC(=O)NNC(=O)C1CCCCC1C(=O)O (centres undefined)
  2.0	6.6	106.7	0.2	126.7	-0.5	91.3	1.7	4.6
36	COc1ccc(CCNC(=O)COC(=O)/C=C/c2cc(OC)c(OC)c(OC)c2)cc1OC
  0.0	9.9	97.5	1.3	96.0	0.6	96.2	10.7	2.6
37	Cc1ccc(NC(=O)CCC(=O)NNC(=O)NC2CCCCC2)c(C)c1
  0.0	3.3	111.9	6.2	111.0	0.4	107.4	7.0	6.6
38	CCC(c1ccccc1)c1nnc(NC(=O)c2ccco2)s1 (centres undefined)
  2.0	1.1	101.8	-4.9	110.1	0.1	101.7	-3.2	0.8
39	CCOC(=O)C1=C(C)NC2=C(C(=O)C(C(=O)OCC)C(c3ccccc3OC)C2)C1c1ccccn1 (centres undefined)
  2.0	-20.5	99.8	0.6	83.0	-0.6	99.9	1.5	0.6
40	O=C(NCC1CCN(Cc2cccc(Cl)c2)CC1)C1CCCN(c2ncnc3c2nc2n3CCCCC2)C1 (centres undefined)
  0.0	-10.2	101.9	-6.2	92.6	-0.8	99.5	6.1	-4.9
41	O=c1nc(N2CCCC2)nc(Nc2ccccc2)[nH]1
  2.0	2.5	96.3	11.6	99.7	-5.2	93.8	16.7	6.8
42	COc1ccc(C)c(NC(=O)NCCc2cnc[nH]2)c1
  2.0	19.9	88.5	4.2	96.2	-1.4	94.9	7.6	0.5
43	Cc1ccc(CN2C(=O)C3CCCN3c3ccc(C#N)cc32)cc1 (centres undefined)
  0.0	1.3	109.4	0.4	112.9	-4.3	108.9	2.4	2.6
44	O=C(NCc1ccc(F)cc1)c1cccc2c1C(=O)c1ccc(N3CCC(Cc4ccccc4)CC3)cc1S2(=O)=O
  0.0	-402.7	99.1	.	111.0	.	96.3	.	167.6*
45	C=CCn1c(=NC(=O)c2cccs2)sc2cccc(OC)c21
  1.0	-5.6	99.4	-7.6	94.6	-2.0	83.9	-4.2	6.1
46	O=[N+]([O-])c1ccc(NC(=S)NCCc2ccccc2)cc1
  0.0	8.8	96.7	-0.8	111.6	-0.8	95.9	-2.9	10.5
47	O=c1cnn(-c2ccc(Cl)cc2Cl)c(-c2ccccc2)c1
  2.0	3.4	95.0	4.8	98.0	0.7	90.5	4.7	-5.3
48	CCCOc1ccc(C(=O)Nc2cc(S(=O)(=O)N3CCOCC3)ccc2N2CCOCC2)cc1
  2.0	-12.8	105.3	2.3	90.4	.	91.2	9.0	-2.3
49	O=C(COC(=O)c1ccc([N+](=O)[O-])s1)Nc1cccc(S(=O)(=O)NC2=NCCCCC2)c1
  5.0	7.3	100.9	-0.8	105.0	0.5	107.8	-2.5	5.4
50	CCC(=O)Nn1cnc2c(c1=O)C1(CCCCC1)Cc1ccccc1-2
  2.0	0.1	93.6	6.3	105.1	1.1	87.2	-0.1	4.9

# Screening data as filed in PubChem.
